# DT40 TDP1 no CPT: qHTS for Inhibitors of human tyrosyl-DNA phosphodiesterase 1 (TDP1): qHTS in cells in absence of CPT; DT40 Tdp1-/- hTDP1 cells, no CPT, ATP luminescence, 48 h; Potency, µM (titrated, usually from 46.2 µM), without a hit: at the highest dose activity change, negative = growth inhibition, hits mostly inhibitors; 15% of 420,000 active; AID 686978, 2013; also: nearly all actives have a fitted effect of over 55% in size
#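 Luminescent ATP content (CellTiter-Glo) served as the growth readout. Knockout chicken DT40 cells expressing human TDP1 were exposed to compounds without camptothecin for a minimum 48 hr at 37 °C.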
# TDP1 cell CPT: DT40-hTDP1 cell growth loss with CPT. chicken DT40 Tdp1-/-;hTDP1 cells + 20 nM CPT, ATP luminescence, 48 h. Potency, µM (top dose mostly 46.2 µM), inactives show at the highest dose activity change, negative = growth inhibition, usual class: inhibitors. AID 686979. 12% of 420,000 active; also: nearly all actives have a fitted effect of over 55% in size
#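 Chicken DT40 Tdp1-/- cells complemented with human TDP1, 400 cells/well, exposed to compounds plus 20 nM camptothecin for at least 48 h at 37 C; viability read as ATP content by CellTiter-Glo luminescence.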
# TDP1 block: TDP1 (human) enzyme inhibition. recombinant TDP1, AlphaScreen DNA substrate cleavage. Potency, µM (series often up to 130 µM), without a hit: top-dose activity change, negative = inhibition, most hits filed as inhibitors. 0.28% of 350,000 active; also: nearly all actives have a fitted effect of over 40% in size
# Target sequence (Q9NUW8 whole entry, looked up): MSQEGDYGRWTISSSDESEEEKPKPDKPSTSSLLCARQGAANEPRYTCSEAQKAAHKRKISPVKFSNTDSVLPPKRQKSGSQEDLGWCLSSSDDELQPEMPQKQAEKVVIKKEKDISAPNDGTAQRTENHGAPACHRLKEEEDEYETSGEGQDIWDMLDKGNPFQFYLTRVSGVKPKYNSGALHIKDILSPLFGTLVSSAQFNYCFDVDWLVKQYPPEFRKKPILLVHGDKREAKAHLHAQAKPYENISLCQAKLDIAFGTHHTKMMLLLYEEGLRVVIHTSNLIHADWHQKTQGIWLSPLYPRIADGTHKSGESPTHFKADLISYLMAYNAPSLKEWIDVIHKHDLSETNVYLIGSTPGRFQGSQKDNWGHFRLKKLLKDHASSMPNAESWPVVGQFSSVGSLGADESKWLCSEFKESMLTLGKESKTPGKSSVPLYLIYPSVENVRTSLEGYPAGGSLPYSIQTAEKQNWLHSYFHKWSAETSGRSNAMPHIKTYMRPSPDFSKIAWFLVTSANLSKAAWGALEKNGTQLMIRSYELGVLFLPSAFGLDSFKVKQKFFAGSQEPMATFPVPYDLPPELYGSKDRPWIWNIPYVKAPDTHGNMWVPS
#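 Enzyme-compound mixtures sat 15 min at room temperature, followed by a 5 min reaction with 15 nM final substrate and 10 min with AlphaScreen beads. Recombinant human Tdp1 was used at 1 nM final.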
# * = called active by the depositor; ? = inconclusive; / = no result given; & = joins results of further samples; [ ] = dose if it differs, or a comment. Calls follow the shape of the dose curve; as a rule, active = well fitted curve in the direction sought with a large enough effect; inconclusive = small, poorly fitted or top-dose-only effect, or another doubt; inactive = no such curve, though single readings can be large; an effect the other way counts as inactive or inconclusive. % is scaled to controls: 0 for no effect and ±100 for the full control effect; potency is read from the fitted curve at half-maximal effect.
SMILES,DT40 TDP1 no CPT,TDP1 cell CPT,TDP1 block
COc1cc2c(cc1OC)CC(C(=O)NCc1ccccc1)NC2 (stereo not given),-21.6%,2.1%,/
COCCCNC(=O)c1cnn(-c2ccc(F)cc2F)c1C1CCNCC1,?,-4.9%,1.1%
C[N+]1(Cc2ccccc2)CCC(C(=O)OCC2CCCC2)CC1 (stereo not given),20.6µM*,?,6.1%
CCc1cc2cc(C)ccc2nc1SCC(=O)NNC(=O)c1ccco1,-29.1%,-21.9%,-0.4%[0.0935 µM]
CC(OC(=O)CCCN=C1NS(=O)(=O)c2ccccc21)C(=O)Nc1ccccc1[N+](=O)[O-] (stereo not given),?,?,-0.1%
COc1ccc(C(=O)Nc2cccc3c2CCCC3)cc1OC,4.9%,-19.4%,/
C[C@H](CO)N1C[C@H](C)[C@@H](CN(C)S(=O)(=O)c2cccc(F)c2)Oc2ncc(Br)cc2C1=O,?,-27.7%,/
CC(=O)N/N=C/c1cc(C(C)(C)C)cc(/C=N/NC(C)=O)c1O,25.9µM*,-29.0%,3.6%
Cc1ccc(C(C)C)c(OCC(=O)NNC2=CC(=O)CC(C)(C)C2)c1,?,?,/
CCCCCCCCN1C(=O)[C@H](CC(=O)NCCc2ccccc2OC)C[C@@]2(C(=O)OC)CC(C)(C)CC=C12,?,20.6µM*,/
COc1ccc(NC(=O)CSc2nc3[nH]ncc3c(=O)[nH]2)c(OC)c1,-2.3%,-6.1%,/
COC(=O)C1=C(C)Nc2nnnn2C1c1cccs1 (stereo not given),-9.8%,-11.4%,-7.7%
COC(=O)c1[nH]c2cc(C)ccc2c1NC(=O)CN1CCCc2ccccc21,25.9µM*,?,7.7%
CCOC(=O)C1(C(=O)OCC)NC(=O)CC1C(C)C (stereo not given),5.6%,9.2%,/
CC(=O)c1ccc(NC(=O)Nc2sc3nc4n(c(=O)c3c2C)CCC(C)CC4)cc1 (stereo not given),8.2µM*,5.8µM*,2.0%
CSc1cccc(NC(=S)NC(=O)c2cccnc2)c1,-18.7%,-25.8%,/
Cc1ccc(C(=O)Nc2ccc3c(c2)OCCO3)cc1S(=O)(=O)N1CCOCC1,?,-7.0%,-5.4%
CC(=O)N1CCN(C(=O)c2ccccc2NS(=O)(=O)c2ccc(F)cc2)CC1,3.0%,12.7%,1.2%
Cn1nc(C(=O)NC2CCCN(Cc3ccccc3F)C2)c2ccccc2c1=O (stereo not given),?,?,5.5%
Cc1ccc(-c2nc3ccccc3c(=O)n2NC(=O)COc2ccccc2)cc1,-20.2%,-9.3%,2.6%
CCCC1Cc2c(sc(N)c2C#N)CO1 (stereo not given),-27.6%,-25.3%,0.0%
CC(=O)C1=C(O)C(=O)N(c2ccc(S(N)(=O)=O)cc2)C1c1cccc([N+](=O)[O-])c1 (stereo not given),6.4%,-20.2%,2.6%
O=c1cc(-c2ccc(O)cc2)oc2c1ccc1ccccc12,-18.1%,-22.8%,/
CCc1nc2c(oc3ccccc32)c(=O)[nH]1,-3.9%,1.9%,3.1%
O=C(c1cccnc1)N1CCN(c2ccc([N+](=O)[O-])cc2Cl)CC1,?,?,8.1%
Cc1cccc(-n2ccnc2CN2CCN(C3CCCC3)C(CCO)C2)c1 (stereo not given),5.5%,-0.6%,/
Cc1ccc(NC(=O)CNc2ccccc2N2CCCC2=O)cc1S(=O)(=O)N1CCCCC1,14.6µM*,16.4µM*,3.4%
COc1ccc(C)cc1S(=O)(=O)N1CCC(C(=O)NCCc2ccccc2)CC1,?,-22.2%,2.6%
COc1ccc(F)cc1S(=O)(=O)NCC(c1ccco1)S(=O)(=O)c1ccc(F)cc1 (stereo not given),?,?,-5.2%
CN=C1N(C)C[C@@H]2[C@@H]3C(=O)N(C)C(=O)[C@@H]3[C@](Cc3ccccc3)(C(=O)OC)N12,16.0%,11.9%,/
COC(=O)c1cc(NC(=O)COC(=O)CN2C(=O)C3CC=CCC3C2=O)cc(C(=O)OC)c1 (stereo not given),-14.1%,-13.6%,-4.9%[0.505 µM]
CC(C)N(C(=O)CN1CCC(c2nc3ccccc3[nH]2)CC1)C(C)C,-28.3%,-1.6%,0.1%
CC(=O)Nc1ccc(S(=O)(=O)NCc2csc(C)n2)cc1,-14.9%,-11.3%,0.2%
CC(C)CNS(=O)(=O)c1ccc(OCC(=O)Nc2ccc(F)cc2F)cc1,-28.1%,-17.0%,3.3%[56.1 µM]
O=C(c1cccc(F)c1)N1CCC[C@@]2(CCN(Cc3nccs3)C2)C1,-17.1%,2.3%,/
CCCC(=O)Nc1ccc2c(c1)nc1n2CCN(CCOC)C1,-9.1%,-8.4%,/
Cc1ccc(CCNC(=O)C23CN(Cc4ccccc4)CC2C(c2ccc([N+](=O)[O-])cc2)=NO3)cc1 (stereo not given),?,20.6µM*,11.7%
O=C(CCN1C(=O)c2ccccc2C1=O)C1=NN[C@@H]2C(=O)N(c3cccc(F)c3)C(=O)[C@H]12,-5.2%,-0.4%,0.0%
CCC(Sc1nc2ccsc2c(=O)n1-c1ccc(Cl)c(C)c1)C(=O)NCc1ccco1 (stereo not given),?,?,7.7%
COc1cccc(CNC(=O)C(C)n2nc(C)n3c(cc4occc43)c2=O)c1 (stereo not given),17.0%,-2.0%,1.5%

# Reprinted at random: 5 entries already listed, in no set order.
SMILES,DT40 TDP1 no CPT,TDP1 cell CPT,TDP1 block
CC(=O)N1CCN(C(=O)c2ccccc2NS(=O)(=O)c2ccc(F)cc2)CC1,3.0%,12.7%,1.2%
CC(=O)C1=C(O)C(=O)N(c2ccc(S(N)(=O)=O)cc2)C1c1cccc([N+](=O)[O-])c1 (stereo not given),6.4%,-20.2%,2.6%
Cc1ccc(-c2nc3ccccc3c(=O)n2NC(=O)COc2ccccc2)cc1,-20.2%,-9.3%,2.6%
CCc1nc2c(oc3ccccc32)c(=O)[nH]1,-3.9%,1.9%,3.1%
CCOC(=O)C1(C(=O)OCC)NC(=O)CC1C(C)C (stereo not given),5.6%,9.2%,/

# Following part
SMILES,DT40 TDP1 no CPT,TDP1 cell CPT,TDP1 block
COc1ccc(C(=O)C2CCCN(Cc3cc(C)c(O)c(C)c3)C2)c(OC)c1 (stereo not given),20.6µM*,?,/
CCc1ccc(OCC(=O)NNC(=O)c2c(CC)noc2C)cc1,-8.2%,-1.4%,/
CN(Cc1ccc(Cl)cc1Cl)C(=O)CN1C(=O)NC2(CCCC2)C1=O,?,-7.8%,-9.1%
C/C(N)=C(/C#N)C(=O)CSc1nnc(Cc2ccccc2F)n1N,-20.7%&-6.0%,-6.7%&2.3%,0.0%
CCOC(=O)c1cc(COc2cc(Cl)cc(Cl)c2)on1,0.1%,10.9%,-2.6%
CC1CCN(C(=O)CSc2nnc(-c3ccncc3)n2C)CC1,-8.4%,-1.1%,-2.2%
COc1ccc(-c2[nH]ncc2/C=N/NC(=O)c2cccc([N+](=O)[O-])c2)cc1OC,-19.7%,-9.1%,3.0%
COC(=O)C1CCN(C(=O)CN(C)Cc2ccc(C(C)(C)C)cc2)CC1,?,?,/
CCOC(OCC)P(=O)(C(C)C)C(C)C,?,-7.9%,4.4%
COc1ccc(N2C(=O)C(Cl)=C(N3CCOCC3)C2=O)cc1,29.1µM*,-18.6%,/
O=C(OCCc1cc2ccccc2c(=O)o1)c1ccco1,-3.7%,-7.2%,1.0%
O=C(COc1coc(CN2CCc3ccccc3C2)cc1=O)Nc1ccc(F)cc1F,?,-24.8%,-14.1%
COc1ccccc1N1CCN(C(=O)/C=C/c2c(Cl)nc3ccccn23)CC1,4.61µM*,10.3µM*,3.8%
O=C(c1cccn2c(=O)c3cc(Cl)ccc3nc12)N1CCN(Cc2ccc3c(c2)OCO3)CC1,?,?,-2.6%
COCCCN1C(=O)c2ccc(C(=O)NCc3ccccn3)cc2C1=O,5.2%,27.1%,4.6%
COc1ccccc1N1CCN(C(=O)CCn2c(=O)[nH]c3ccsc3c2=O)CC1,-7.6%,-4.7%,-2.0%
O=C(CC1SC(=O)N(Cc2ccccc2Cl)C1=O)Nc1nccs1 (stereo not given),?,-21.1%,0.6%
Cc1ccc(CN2C(=O)CCC2C(=O)NCC2CCCO2)cc1 (stereo not given),1.7%,5.1%,7.2%
Cc1ccc(/C(N)=N/OC(=O)c2cccc(Cn3cc(C(F)(F)F)ccc3=O)c2)cc1,18.4µM*,?,5.7%
COc1ccc(C(C)=O)cc1CSc1nnc(-c2ccc(Cl)cc2)n1-c1ccccc1,13µM*,13µM*,9.5%

# Quoted from the listing:
# CCOC(=O)c1cc(COc2cc(Cl)cc(Cl)c2)on1 | DT40 TDP1 no CPT: 0.1%
# C/C(N)=C(/C#N)C(=O)CSc1nnc(Cc2ccccc2F)n1N | DT40 TDP1 no CPT: -20.7%&-6.0%
# O=C(OCCc1cc2ccccc2c(=O)o1)c1ccco1 | TDP1 cell CPT: -7.2%

# Following part
SMILES,DT40 TDP1 no CPT,TDP1 cell CPT,TDP1 block
Cc1nnc(SCc2nc(N)nc(Nc3ccccc3)n2)s1,-3.6%,-24.4%,1.9%
COc1cccc(CNc2cccc3cccnc23)c1O,?,?,3.3%
CC(C)(C)C(=O)Nc1nnc([C@H]2C[C@H](O)[C@@H](CO)O2)s1,9.8%,1.2%,/
C/C(=N/NS(=O)(=O)c1ccc(C)cc1)c1c[nH]c2ccccc12,14.5%,-6.9%,5.0%[56.1 µM]
Cc1cc(C)n(-c2nnc(C)n2NS(C)(=O)=O)n1,-2.5%,-7.0%,-2.1%
Cn1c(SCc2ccc(C#N)cc2)nnc1-c1ccccc1,3.1%,1.1%,-2.9%
CC1=C(C(=O)N(C(C)C)C(C)C)CC(CC(=O)NCCN2CCOCC2)C(=O)N1Cc1ccccc1 (stereo not given),3.9%,10.9%,/
Cc1cc(C)n(CC(=O)c2ccc(Br)cc2)c(=O)c1C#N,-2.8%,-11.4%,5.1%
Cc1cc(N2CCN(C(C(=O)NC3CCCC3)c3ccc(F)cc3)CC2)c2ccccc2n1 (stereo not given),?,18.4µM*,/
CCOc1ccc(NC(=O)C2CCCN2S(=O)(=O)c2ccc(OCC)cc2)cc1 (stereo not given),-3.0%,1.2%,/
CCCC(=O)Nc1ccc(-c2csc(-c3cccnc3)n2)cc1,16.4µM*,?,2.9%
CCNc1ncc2nc(-c3ccc(F)cc3)c(=O)n(CCc3ccccc3)c2n1,12.8%,-3.0%,/
CCOc1ccc(C(=O)Nc2cccc(NC(=O)c3ccc(Cl)cc3Cl)c2)cc1,20.6µM*,?,-0.4%[12.3 µM]
CN(C)c1ccc(NC(=O)Nc2ccc3c(c2)c(=O)n(C)n3Cc2ccc(Cl)cc2)cc1,?,?,/
Cn1c(=O)c2c(nc(N3CCN(Cc4ccccc4)CC3)n2CCCc2ccccc2)n(C)c1=O,18.4µM*,11.6µM*,2.1%
Cc1ccc(S(=O)(=O)N2CCC[C@H]2C(=O)NC2=NCCS2)cc1,-21.4%,-9.3%,/
CCOC(=O)C1(Cc2ccc(OC)cc2)CCN(C(=O)CN2CCOC2=O)CC1,-9.0%,-18.6%,0.0%
CCC1CCCCN1C(=O)CSc1nnc(-c2cccc(Cl)c2)o1 (stereo not given),23.1µM*,25.9µM*,3.3%
O=C1CSC(=S)N1Cc1ccccc1,20.6µM*,?,/
Cc1nc2ccccc2n1C(C)c1nc2ccccc2n1CC(=O)c1ccsc1 (stereo not given),-28.1%,?,/
O=C1Nc2ccccc2/C1=N\N=C\c1ccc(O)c(O)c1,?,?,2.6%
O=C(Nc1ccccc1)c1ccc(-c2ccccc2Cl)o1,18.4µM*,20.6µM*,-7.9%
CCc1ccc(C(=O)N/N=C(\C)c2cccnc2)s1,9.9%,-7.0%,3.6%
Cc1cc[n+](-c2nc3ccccc3nc2C(=C=[N-])C#N)cc1,-29.3%,1.1%,5.2%
COc1cc(SC)ccc1C(=O)OC(C)C(=O)Nc1ccc(NC(C)=O)cc1 (stereo not given),?,-6.9%,0.4%
CN(C)CCCNCC(=O)c1c(-c2ccccc2)n(C)c2ccccc12,18.4µM*,29.1µM*,/
O=C1CCN(CCc2ccccc2)CCN1[C@H](CSc1ccccc1)Cc1ccccc1,11.2µM*,20.6µM*,/
C/C(=N/Nc1nc(C)c(C)s1)c1cccc([N+](=O)[O-])c1,23.1µM*,14.6µM*,/
Cc1nc2ccc(NC(=O)c3ccc(F)c(S(=O)(=O)N4CCOCC4)c3)cc2s1,?,?,-4.7%
O=S(=O)(c1cccc(-c2n[nH]c(=S)o2)c1)N1CCOCC1,4.6%,11.8%,/
CC1CCCCC1NC(=O)CCCCCn1c(=S)[nH]c2ccsc2c1=O (stereo not given),?,-10.3%,6.0%
Cc1ccc(CCNS(=O)(=O)c2ccc3c(c2)C(C(C)C)C(=O)N3)cc1 (stereo not given),20.6µM*,?,3.2%
O=C(O)c1ccc(Nc2c3ccccc3nc3ccccc23)cc1,2.06µM*,1.3µM*,/
CCN(CC)CCCn1c(C)cc2c(c1=O)C(c1ccc(OC)c(OC)c1OC)C(C#N)=C(N)O2 (stereo not given),3.5%,-6.9%,5.8%
O=C(N/N=C/c1ccccc1)c1ccc(N2CCCC2=O)cc1,-7.6%,0.5%,/

# Screens: PubChem, National Center for Advancing Translational Sciences (NCATS)
